# Screens (PubChem)
# KCNK3 block: human KCNK3 channel inhibition, primary screen | 340,000 compounds, 0.84% hits | CHO-KCNK3 thallium flux, FluxOR fluorescence; hits give low values | AID 602410 | B-score at 10 µM;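 active = B-score under library mean minus 4 SD, starting fluorescence ratio at most library mean plus 5 SD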;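 note: more negative B-score means stronger inhibition of thallium flux through KCNK3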
# KCNK9 inh: blocks the human KCNK9 two-pore domain potassium channel; Q9NPC2; HEK293 KCNK9, FluxOR thallium flux fluorescence; hits give low values; B-score at 10 µM; 310,000 compounds, 1.2% hits; AID 488922;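 active = ratio B-score over 3 SD below the library mean, with starting fluorescence within 5 SD of its mean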;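 note: negative B-score means less thallium flux so channel inhibition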
# Dyrk1A ADPGlo: Dyrk1A (rat) kinase inhibition; Q63470; ADP-Glo luminescence, NFATc1 peptide; inhibition, % at 12.5 µM; 310,000 compounds, 0.43% hits; in the data active = inhibition above about 50%;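 note: plate controls were vehicle with enzyme for no effect and no enzyme for full effect; many of its hits are not listed in these tables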
# KCNQ1 inh: human KCNQ1 channel inhibition; P51787; CHO-K1 KCNQ1, FluxOR thallium flux fluorescence; hits give high values; B-score at 10 µM; 310,000 compounds, 1.3% hits;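 active = compounds whose thallium flux B-score, printed positive for inhibition, exceeds three library SD while starting fluorescence stays within three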;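 note: channel opened by potassium depolarization with thallium stimulus after 20 min compound exposure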
# TMEM16A act: mouse TMEM16A channel activation, primary screen; Q8BHY3; HEK293 TMEM16A/YFP-H148Q/I152L, iodide quench fluorescence; hits give low values; B-score at 10 µM; 340,000 compounds, 0.3% hits; AID 623877;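 active = fluorescence-ratio B-score plate-corrected deviation score at least 3 library SD below zero, with starting fluorescence score within 5 deviations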;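 note: channel opened by trigger with iodide after compound preincubation; score built on the fluorescence ratio of max minus min over baseline; more negative score means more quench and so TMEM16A activation or potentiation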
# hERG rescue: shields human hERG channel from block by proarrhythmic agents. Q12809. CHO-hERG, FluxOR thallium flux, dofetilide IC70 present. activation (rescue from dofetilide block), less the hit threshold, % at 10 µM. 310,000 compounds, 0.51% hits. AID 1511;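 active = activation above the mean of controls blocked by dofetilide plus 5 SD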;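 note: thallium influx through hERG after potassium depolarization seen as dye fluorescence rise; in these data hits start at about 4.7%; inactives centre near -7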
# TRPC4 PAM: TRPC4 (mouse) allosteric potentiation. B-score at 10 µM. Q9QUQ5. HEK293 TRPC4beta/mu-opioid, DAMGO EC20, Fluo-4 Ca2+ flux; hits give high values. 310,000 compounds, 0.42% hits;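 active = B-score of calcium response area above 5 SD of library B-scores, with initial fluorescence ratio within 5 SD of library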;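 note: B-score of integrated fluorescence ratio over time as area under calcium response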
# Target sequence (Q9QUQ5 whole entry, looked up): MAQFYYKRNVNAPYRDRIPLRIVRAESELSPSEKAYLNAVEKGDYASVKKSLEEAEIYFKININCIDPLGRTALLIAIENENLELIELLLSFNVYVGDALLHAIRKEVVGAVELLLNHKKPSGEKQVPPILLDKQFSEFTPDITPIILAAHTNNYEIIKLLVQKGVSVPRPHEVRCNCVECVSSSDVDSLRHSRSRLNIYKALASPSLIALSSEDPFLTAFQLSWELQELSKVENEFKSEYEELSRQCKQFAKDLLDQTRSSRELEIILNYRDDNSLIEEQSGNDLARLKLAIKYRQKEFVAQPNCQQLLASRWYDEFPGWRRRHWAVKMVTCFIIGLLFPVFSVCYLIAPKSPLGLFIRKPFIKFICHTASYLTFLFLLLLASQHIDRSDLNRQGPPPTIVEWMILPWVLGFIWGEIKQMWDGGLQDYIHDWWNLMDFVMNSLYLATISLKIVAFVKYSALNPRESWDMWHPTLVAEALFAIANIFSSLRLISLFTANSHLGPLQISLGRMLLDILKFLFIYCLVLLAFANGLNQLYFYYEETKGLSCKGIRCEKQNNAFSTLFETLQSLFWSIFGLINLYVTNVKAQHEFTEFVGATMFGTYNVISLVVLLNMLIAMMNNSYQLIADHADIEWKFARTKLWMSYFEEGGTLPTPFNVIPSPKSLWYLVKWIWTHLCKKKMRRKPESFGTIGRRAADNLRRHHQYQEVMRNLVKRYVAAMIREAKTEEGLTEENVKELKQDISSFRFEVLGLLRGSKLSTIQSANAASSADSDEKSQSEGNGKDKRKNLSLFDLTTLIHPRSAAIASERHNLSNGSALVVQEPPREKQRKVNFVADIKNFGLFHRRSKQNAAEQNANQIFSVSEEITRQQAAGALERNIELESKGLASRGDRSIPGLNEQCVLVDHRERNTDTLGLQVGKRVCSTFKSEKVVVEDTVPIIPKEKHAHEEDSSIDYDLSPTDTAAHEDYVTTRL
# TRPC4 agonist: TRPC4 (mouse) channel activation; AID 2237; Q9QUQ5; 310,000 compounds, 0.49% hits; B-score at 10 µM; HEK293 TRPC4beta/mu-opioid, Fluo4 calcium fluorescence; hits give high values;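 active = B-score above 5 SD of library B-scores, and initial fluorescence ratio not above library mean plus 5 SD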;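 note: positive B-score marks a calcium rise read as TRPC4 activation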
#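 Assay system – TRPC4beta and mu-opioid receptor HEK293 stable cells · Measured by – Fluo4 fluorescence, kinetic · Schedule – dye loading 45 min room temperature, 110 s kinetic read · Read-out – B-scored integrated calcium fluorescence ratio · Controls – buffer and maximal DAMGO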
# HDAC3 inh: inhibitors of human histone deacetylase 3 | O15379 | recombinant HDAC3, fluorogenic peptide/trypsin coupled, fluorescence | inhibition, % at 8.3 µM | 320,000 compounds, 0.15% hits | AID 2718; in the data active = inhibition above about 26%, passing the limit was not always enough
# ANO1 block: mouse TMEM16A channel inhibition, primary screen; Q8BHY3; HEK293 TMEM16A/YFP iodide influx fluorescence, ionomycin; normalized B-score (activity score, 25-100; higher = stronger inhibition) at 10 µM; 310,000 compounds, 1.2% hits; AID 588511;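 active = ratio plate-corrected score three or more library SD toward inhibition, starting fluorescence score within five deviations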;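 note: score derived from kinetic fluorescence span divided by baseline fluorescence per well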
# KCNQ1 pot: human KCNQ1 channel potentiation or activation; 310,000 compounds, 0.35% hits; CHO-K1 KCNQ1, thallium flux FluxOR fluorescence; hits give high values; AID 2648; B-score at 10 µM;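 active = fluorescence ratio B-score, a plate-corrected score, at least three library SD, with initial intensity B-score within 5 SD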
#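 Doses: Single concentration per compound, DMSO matched to controls | Test system: KCNQ1-transfected CHO-K1 cells | Timing: 90 min dye loading and 20 min compound exposure, both at room temperature | Measured by: Kinetic FluxOR thallium fluorescence, 10-s 1-Hz baseline, 110-s post-stimulus read | Medium: Assay buffer with matched DMSO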
# Starred values were filed as active, the others as inactive; i = inactive; . = not tested or not shown. The list is partial, so the mix of outcomes need not match the whole.
# Screens in order: KCNK3 block | KCNK9 inh | Dyrk1A ADPGlo | KCNQ1 inh | TMEM16A act | hERG rescue | TRPC4 PAM | TRPC4 agonist | HDAC3 inh | ANO1 block | KCNQ1 pot
[1] O=c1c2sccc2n(Cc2ccc(F)cc2)c(=O)n1-c1ccc(F)cc1
→ i | i | -2 | i | i | -8 | i | i | 7 | i | i
[2] CN1CCN(C(=O)c2cc3sc4ccccc4c3s2)CC1
→ i | i | 14 | i | i | -10 | i | i | -1 | i | i
[3] COc1cc(/C=N/Nc2nnc3c(n2)[nH]c2ccccc23)ccc1O
→ i | i | 0 | i | i | -10 | i | i | -11 | i | i
[4] CC1CCN(S(=O)(=O)c2ccc(F)c(C(=O)O)c2)CC1
→ i | i | 3 | i | i | 4 | i | i | 9 | i | i
[5] CCCc1ccc(S(=O)(=O)NCc2nnc(SC)n2C)cc1
→ i | i | -4 | i | i | -10 | i | i | 0 | i | i
[6] COc1cc(OC)c(NC(=O)c2cc(S(=O)(=O)N3CCOCC3)cn2C)cc1Cl
→ i | i | 8 | i | i | -10 | i | i | . | i | i
[7] C=CCSC1=C(C#N)C(c2ccccc2Cl)C(C(=O)c2cccs2)C(O)(C(F)(F)F)N1 (centres undefined)
→ i | i | -6 | 10* | i | -12 | i | i | 11 | i | i
[8] Cc1csc(NC(=O)CSc2nc(C(C)C)nc3c2c(=O)n(C)c(=O)n3C)n1
→ i | i | 6 | i | i | -9 | i | i | 2 | i | i
[9] Cc1c(Br)c(C(F)(F)F)nn1CC(=O)NCC1CCCO1 (centres undefined)
→ i | i | -1 | i | i | -7 | i | i | 0 | i | i
[10] CCOC(=O)C1(Cc2ccccc2C)CCCN(C(=O)CCC(=O)OC)C1 (centres undefined)
→ i | i | -4 | i | i | -2 | i | i | 2 | i | i
[11] COc1ccc(OC)c(NC=C2C(=O)OC3(CCCCC3)OC2=O)c1
→ i | i | 15 | i | i | -16 | i | i | 1 | i | i
[12] COc1ccc(NC(=O)c2cc3c(=O)n(C)c4ccccc4c3n2C)cc1OC
→ i | i | 1 | i | i | -12 | i | i | . | i | i
[13] COc1ccccc1N1CCN(C(=O)c2cc(-c3ccc(Cl)cc3)on2)CC1
→ i | i | -3 | i | i | -20 | i | i | -6 | i | i
[14] CCCC1=Nc2cc(C(=O)NCc3ccco3)ccc2Sc2ccccc21
→ i | -8.7* | -6 | i | i | -6 | i | i | 2 | i | i
[15] COCCCNC(=S)Nc1cccc(S(=O)(=O)NC2=NCCC2)c1
→ i | i | -7 | i | i | -11 | i | i | -11 | i | i
[16] O=C(/C=C/c1ccc(Cl)cc1Cl)NCCSc1ccccc1
→ i | i | -2 | i | i | -7 | i | i | 5 | 25* | i
[17] COc1ccc(NS(=O)(=O)c2cn(C)nc2C)cc1
→ i | i | 1 | i | i | -9 | i | i | -2 | i | i
[18] CC(C)(C)NS(=O)(=O)c1ccc(NC(=S)NC(=O)C2CCC2)cc1
→ i | i | -5 | i | i | -5 | i | i | 2 | i | i
[19] CCC(O)c1cc2c(cc1NC(=O)c1cccs1)OCCO2 (centres undefined)
→ i | i | -1 | i | i | -7 | i | i | 4 | i | i
[20] COc1ccc2cc(C)c3nnc(SCc4cccnc4)n3c2c1
→ i | i | 2 | i | i | -8 | i | i | -3 | i | i
[21] COc1ccc2[nH]c(C(=O)N/N=C/c3ccc(OC)c(O)c3)cc2c1
→ i | i | 63* | i | i | -9 | i | i | 8 | i | i
[22] CC/C(O)=C(/C#N)c1nnc2n1CCCCC2
→ i | i | -7 | i | i | -1 | i | i | 4 | i | i
[23] NS(=O)(=O)c1ccc(NC(=O)c2cc(=O)c3ccccc3o2)cc1
→ i | i | 0 | i | i | -12 | i | i | 2 | i | i
[24] CC(C)C1C(=O)NC(=S)N1S(=O)(=O)c1ccc(C(C)(C)C)cc1 (centres undefined)
→ i | i | -11 | i | i | -2 | i | i | -1 | i | i
[25] CCOC(=O)C1=NNC2(c3ccccc3)C(=O)N(c3cccc(Br)c3)C(=O)C12 (centres undefined)
→ i | i | -3 | i | i | -6 | i | i | 16 | i | i
[26] CC(C)(C)NC(=O)CCN(/N=C/c1ccccc1O)C1=NS(=O)(=O)c2ccccc21
→ i | i | 3 | i | . | -6 | i | i | 0 | i | i
[27] Cc1cccc(N2CCN(C(=O)c3csc4ccccc34)CC2C)c1 (centres undefined)
→ i | i | 3 | i | i | -6 | i | i | -1 | i | i
[28] COc1ccc(C(=O)Nc2nc3ccccc3s2)cc1OC
→ i | i | 45 | i | i | -20 | i | i | 4 | i | i
[29] CN(C)CCSc1nc(-c2ccccc2)nc2c1CCCC2
→ i | i | . | i | i | -6 | 20* | 68* | 3 | i | i
[30] COc1ccc(OCc2cc(C(=O)N(C)C3CCOCC3)no2)c2ccccc12
→ i | i | 4 | i | i | -17 | i | i | 0 | i | i
[31] COc1ccc(-c2cc(C(F)(F)F)nc(S(=O)(=O)CCCC(=O)Nc3cccc(O)c3)n2)cc1OC
→ . | i | . | i | . | -11 | i | i | . | . | i
[32] CCOC(=O)C1CCCN(S(=O)(=O)c2ccc(OC)c3ccccc23)C1 (centres undefined)
→ i | i | 4 | i | i | -26 | i | i | 4 | i | i
[33] Cc1nc(NCc2ccco2)c2c3c(sc2n1)CCC3
→ i | i | 14 | i | i | -4 | i | i | 2 | i | i
[34] O=C(Nc1cc(=O)c2ccccc2o1)N1CCOCC1
→ i | i | 0 | i | i | -13 | i | i | 11 | i | i
[35] COc1ccc(CCC(=O)NNC(=O)Nc2cccc(Cl)c2)cc1
→ i | i | 3 | i | i | -7 | i | i | -7 | i | i
[36] CCCCn1c(=O)[nH]c(=O)c2c1nc(-c1ccc(-c3ccccc3Br)o1)n2CC
→ i | i | -7 | i | i | -6 | i | i | 1 | i | i
[37] O=C(CCl)NCCCCCCCCCNC(=O)CCl
→ i | i | -5 | i | i | -17 | i | i | 4 | i | i
[38] Cc1ccc(OCCCC(=O)N(C)CC(=O)Nc2ccccc2Cl)cc1
→ i | i | -3 | i | i | -9 | i | i | 5 | i | i
[39] Cc1ccc(S(=O)(=O)N2CC(O)CC2C(=O)O)cc1 (centres undefined)
→ i | i | -2 | i | i | -2 | i | i | -11 | i | i
[40] Brc1ccc(OCc2nnc(SCC3CCCCC3)o2)cc1
→ i | -8.8* | -5 | i | i | -9 | i | i | 1 | i | i
[41] COc1ccccc1CNC(=O)c1ccccc1NC(=O)C1=C(C)OCCS1
→ i | i | -2 | i | i | -6 | i | i | 1 | i | i
[42] CCCN1C2=NCCN2c2cc(C)c(C)cc21
→ i | i | -1 | i | i | -2 | i | i | 0 | i | i
[43] Cc1ccc(NC(=S)NNC(=O)c2c([N+](=O)[O-])c(C)nn2C)cc1
→ i | i | 6 | i | i | -10 | i | i | -1 | i | i
[44] Cc1sccc1/C=N/NC(=O)c1cccc2ccccc12
→ i | i | 1 | i | i | -5 | i | i | 8 | i | i
[45] Nn1cnnc1SC1CCCCC1NS(=O)(=O)c1ccccc1 (centres undefined)
→ i | i | 12 | i | i | -4 | i | i | 2 | i | i
[46] O=C(COC(=O)C1CCN(S(=O)(=O)c2cc([N+](=O)[O-])ccc2Cl)CC1)Nc1ncc(Cl)cc1Cl
→ i | i | 2 | i | i | -9 | i | i | 1 | i | i
[47] Cc1c(=O)n(OCc2ccc(Cl)cc2)c2ccccc2[n+]1[O-]
→ i | i | 3 | i | i | -6 | i | i | -2 | i | i
[48] COc1cc2ncnc(NCc3ccccc3)c2cc1OC
→ i | i | 0 | i | i | -6 | i | i | 5 | i | i
[49] Cc1ccc(CNC(=O)c2ccc(Cn3nc(C)cc3C)o2)cc1
→ i | i | 0 | i | i | -13 | i | i | -11 | i | i
[50] CCN1C(=O)[C@H]2[C@@H](c3ccc(SC4CCCCC4)c(OC)c3)N3CCCC[C@@]3(C(=O)OC)[C@H]2C1=O
→ i | i | -2 | i | i | -18 | i | i | -2 | i | i
[51] Cc1ccccc1N=C1NC(=O)/C(=C/c2cccn2C)S1
→ i | i | . | i | i | -18 | i | i | 0 | i | i
[52] S=c1nc(-c2ccccc2)[nH]c2ccc(Br)cc12
→ i | i | 1 | i | i | 59* | i | i | -4 | i | 101*
[53] Cc1noc(/C=C/N(C)C)c1S(=O)(=O)N1CCN(c2ccccc2)CC1
→ i | i | -4 | i | i | -8 | i | i | 1 | i | i
[54] C(=C\c1ccc2ccccc2n1)/c1ccccc1
→ i | i | 5 | i | i | -8 | i | i | 3 | i | i
[55] C=C(C)C(=O)Nc1cccc(C2=NOC3(C2)C[C@H](C(N)=O)N(C(=O)COc2ccc(Cl)cc2)C3)c1 (some centres undefined)
→ i | i | 0 | i | i | -9 | i | i | -1 | i | i
[56] COc1cccc(-c2cn(C[C@H]3CC[C@@H]([C@@H]4CC[C@H](Cn5cc(-c6cccc(OC)c6)nn5)O4)O3)nn2)c1
→ i | i | 3 | i | i | -11 | i | i | 4 | i | i
[57] Cc1cccc(Cn2c(C(C)O)nc3ccccc32)c1 (centres undefined)
→ i | i | -6 | i | i | -10 | i | i | 1 | i | i
[58] CCC(=O)N1CCc2cc(S(=O)(=O)NCCC(=O)N3CCN(Cc4ccccc4)CC3)ccc21
→ i | i | -2 | i | i | -3 | i | i | 0 | i | i
[59] Cc1nnc(SCC(=O)Nc2ccc3c(c2)OCO3)n(N)c1=O
→ i | i | . | i | i | -7 | i | i | -1 | i | i
[60] Nc1ncc2c(n1)-c1cc(Cl)ccc1SC2
→ i | i | 20 | i | i | -11 | i | i | -13 | i | i

# (more compounds)
# Screens in order: KCNK3 block | KCNK9 inh | Dyrk1A ADPGlo | KCNQ1 inh | TMEM16A act | hERG rescue | TRPC4 PAM | TRPC4 agonist | HDAC3 inh | ANO1 block | KCNQ1 pot
[61] CCn1c(-c2cc(-c3ccc(OC(C)C)cc3)nc3ccccc23)n[nH]c1=S
→ i | i | 6 | 6* | i | -20 | i | i | -4 | i | i
[62] Cc1cccc(CN2CCSc3sccc3C2=O)c1
→ i | i | 0 | i | i | -9 | i | i | 0 | i | i
[63] COc1cc(/C=C\C(=O)NCc2ccc3c(c2)cc(C)n3C)cc(OC)c1OC
→ i | i | -1 | i | i | -9 | i | i | 6 | i | i
[64] CN(Cc1ccccc1)C(=O)CN1C(=O)COc2ccc(S(=O)(=O)N3CCCC3)cc21
→ i | i | -2 | i | i | -2 | i | i | -1 | i | i
[65] CCN(CC)C(=O)CSc1nc(COc2ccccc2)nc2ccccc12
→ i | i | -8 | i | i | -10 | i | i | -5 | i | i
